Diaph inh CS – diaphorase inhibition or chemical oxidation counter-screen; diaphorase resazurin-to-resorufin fluorescence, NADH, 16 min; bacterial (C. kluyveri) enzyme, not human; hit rate 0.69% among 190,000; AID 1217; inhibition, % at 20 µM;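 active means primary screen inhibition at 20 µM above a set limit, cut at about 50% in these data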;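 further: plate controls were DMSO with full reaction for no effect and wells lacking NADH for full effect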
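Assay system: diaphorase enzyme from Clostridium kluyveri; Input: enzyme working solution with 0.14 U/mL diaphorase; Timing: 16 min at room temperature; Technique: resorufin fluorescence, excitation 544 nm, emission 590 nm; Benchmarks: positive control minus NADH, DMSO neutral control.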
DTT redox prof – compounds producing H2O2 with reducing agent – biochemical, NIH compound library profiling, artefact control for MLSCN library redox annotation, primary screen. DTT-dependent redox cycling H2O2, phenol red/HRP absorbance; 100% = 100 µM peroxide control, 0% = buffer. activation, % at 10 µM. hit rate 0.03% among 200,000. AID 878;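 active means activation of at least 50% relative to the plate's high and low controls in the primary single-dose screen; inactive means activation below 50%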;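 further: compound incubated with DTT at 0.8 mM final as the reducing agent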
RAM network inh – blocks the yeast RAM network. S. cerevisiae dse1pr::URA3 reporter, 5-FOA growth OD615, 2 d; analog-sensitive cbk1-as2 kinase mutant strain. inhibition, % at 50 µM. hit rate 1.8% among 190,000. AID 868;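 active means inhibition above a set limit, 3 SD over mean compound inhibition, cut at about 8.4% in these data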;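 further: 0% = DMSO-only wells with no growth and 100% = 10 µM 1-NA-PP1 full growth; inhibition rescues growth on 5-FOA so higher OD means more RAM inhibition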
Diaph act CS – activates diaphorase or chemically reduces, flagging diaphorase assay artifacts. Diaphorase/resazurin coupled assay, resorufin fluorescence, 16 min; active compounds read high; 1 = vehicle wells, 0 = NADH-free wells. hit rate 0.005% among 190,000. AID 1229. activation factor at 20 µM;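 active means diaphorase activity raised at least twofold by the compound at 20 µM; inactive means activation factor below 2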
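Test system: Clostridium kluyveri diaphorase, purified enzyme. Buffer or medium: 50 mM HEPES pH 7.4 buffer plus MgCl2 and Tween 20. Also added: 0.114 mM NADH and 0.1 mM resazurin, final amounts. Dosing: compound 20 µM once, DMSO 1%. Schedule: 16 min enzyme reaction, ambient temperature. Detection: fluorescence of resorufin, 544 nm excitation, 590 nm emission.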
L major viab – reduces viability of Leishmania major promastigotes. resazurin fluorescence viability. inhibition, % at 10 µM. hit rate 9% among 200,000;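 further: promastigotes grown with compound for 44 hours at 28 °C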
Hsp70 activator – Hsp70 transcriptional activation, primary screen | HeLa Hsp70 promoter luciferase reporter, luminescence; scaled: vehicle 0, proteasome-inhibitor control 100% | activation, % at 10 µM | hit rate 0.04% among 200,000 | AID 1203;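 active means activation above the mean across all tested compounds plus 3 SD, cutoff set per campaign, cut at about 5.5% in these data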;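 further: 100% = MG132 at 30 µM as the positive control and 0% = DMSO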
G6PDH counter – inhibits Leuconostoc G6PDH, flagging false hits in G6PDH-based assays | Purified L. mesenteroides G6PDH, diaphorase/resazurin coupled fluorescence, 45 min | inhibition, % at 5 µM | hit rate 0.12% among 200,000 | AID 1020
PMI act satM6P – PMI (human) activation, high substrate; AID 1216; coupled PMI enzyme assay, resazurin fluorescence, 20 min; active compounds read high; 1 = untreated enzyme, 0 = substrate-free blank; hit rate 0.34% among 190,000; P34949; activation factor at 20 µM;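 active means activation factor of 2 or more at 20 µM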
Target sequence (P34949 whole entry, looked up): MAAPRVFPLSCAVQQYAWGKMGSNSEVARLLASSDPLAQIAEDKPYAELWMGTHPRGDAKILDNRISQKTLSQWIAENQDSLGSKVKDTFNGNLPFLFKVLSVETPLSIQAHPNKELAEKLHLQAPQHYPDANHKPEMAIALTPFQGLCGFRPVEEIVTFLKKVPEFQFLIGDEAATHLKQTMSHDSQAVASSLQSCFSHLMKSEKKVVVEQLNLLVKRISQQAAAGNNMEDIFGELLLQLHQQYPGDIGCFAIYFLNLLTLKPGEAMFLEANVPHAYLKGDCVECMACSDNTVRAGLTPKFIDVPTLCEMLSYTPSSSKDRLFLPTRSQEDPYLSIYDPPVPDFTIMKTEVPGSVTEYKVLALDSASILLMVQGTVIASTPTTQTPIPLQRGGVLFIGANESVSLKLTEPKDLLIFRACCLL
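Material: human phosphomannose isomerase with PGI, G6PDH, diaphorase coupling enzymes; amount: PMI at 15 ng/mL final; also added: Mannose-6-phosphate 1.0 mM (near-saturating) plus 0.22 mM NADP+; incubation: enzyme reaction with compound 20 min at room temperature; signal: resorufin fluorescence (Ex 544/Em 590 nm) from resazurin via diaphorase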
TLR4-MyD88 BLA – TLR4-MyD88 interaction inhibition in cells; inhibition, % at 8.4 µM; hit rate 0.18% among 200,000; AID 861; HeLa CL3-4 TLR4/MyD88 BLA complementation, FRET ratio; in the data active means inhibition above about 25%;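 further: 0% = vehicle and 100% = reference inhibitor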
S1P3 antag – blocks the human S1P3 receptor. Q99500. CHO S1P3 NFAT-BLA reporter, FRET fluorescence, antagonist mode. inhibition, % at 4.98 µM. hit rate 0.27% among 170,000;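 active means inhibition above the plate cutoff, the mean inhibition of test wells on that plate plus 3 SD, cut at about 28% in these data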;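 further: cells challenged with S1P at its EC80 of 0.8 µM; blue over green emission ratio from cleaved BLA substrate after 4 h stimulation; 0% = S1P-stimulated wells and 100% = unstimulated DMSO-only wells; some compounds past the cut are filed as inactive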
Target sequence (Q99500 whole entry, looked up): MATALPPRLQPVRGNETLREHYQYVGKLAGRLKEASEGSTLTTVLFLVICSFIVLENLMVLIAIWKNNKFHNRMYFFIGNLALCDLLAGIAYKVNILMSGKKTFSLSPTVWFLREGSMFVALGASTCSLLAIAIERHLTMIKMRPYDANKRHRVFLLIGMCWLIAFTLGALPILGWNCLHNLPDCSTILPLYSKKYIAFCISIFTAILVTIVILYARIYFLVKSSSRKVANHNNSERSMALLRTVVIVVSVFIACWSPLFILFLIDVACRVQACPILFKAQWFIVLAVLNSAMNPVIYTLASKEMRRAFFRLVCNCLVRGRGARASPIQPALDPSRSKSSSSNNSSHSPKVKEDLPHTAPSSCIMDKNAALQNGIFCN
PMI activator – increases human mannose-6-phosphate isomerase activity. AID 1214. P34949. hit rate 0.005% among 190,000. activation factor at 20 µM. purified human PMI, coupled resazurin fluorescence, 20 min; active compounds read high; 1 = vehicle control, 0 substrate-free wells;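 active means activation factor of 2 or more at 20 µM, relative to plate controls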
The depositor's hits bear a star; / = no result given. Unless noted, no stated cut-off is given here; in the data, active means inhibition above about 50%; inactive means the rest.

SMILES	Diaph inh CS	DTT redox prof	RAM network inh	Diaph act CS	L major viab	Hsp70 activator	G6PDH counter	PMI act satM6P	TLR4-MyD88 BLA	S1P3 antag	PMI activator
COc1ccccc1N1CCN(CCNC(=O)Nc2cccc(C)c2C)CC1	12	-2.1	-0.1	0.9	22	0.7	-17	0.9	15	7	0.9
O/N=C1\CCC\C1=C/c1ccco1	14	2.2	0.1	0.9	4	0.3	2	1.1	13	4	1.1
OC1C2(Cc3ccccc3)CN3CCN(C2)CC1(Cc1ccccc1)C3 (stereo unspecified)	-4	2.1	1.7	1	3	0.5	6	1.1	6	/	1.1
O=C(COC(=O)C1COc2ccccc2O1)Nc1cccc(S(=O)(=O)N2CCCCC2)c1 (stereo unspecified)	24	-0.6	1.8	0.8	-4	-0.4	2	1	7	-25	1.1
CCC(=O)Nc1cccc(NC(=O)c2cccc([N+](=O)[O-])c2C)c1	-8	0.2	1.2	1.1	-2	-0.3	13	1.1	10	1	1.1
CCc1cccc(NC(=O)CN(C)S(=O)(=O)c2cccs2)c1	5	0.3	0.8	0.9	2	0.5	2	1	7	-2	1.1
COc1ccc(-c2nnc(SCC(=O)c3ccc[nH]3)o2)cc1	0	0.0	5.0	1	-3	-0.3	-1	1.1	-14	/	1.1
O=C(C1CCCN(S(=O)(=O)c2cccc3nonc23)C1)N1CCN(c2ccccc2Cl)CC1 (stereo unspecified)	26	0.0	4.2	0.7	11	-0.5	-1	0.8	0	-2	0.9
Cc1csc(NC(=O)CN2C(=O)C3CC=CCC3C2=O)n1 (stereo unspecified)	3	0.8	0.3	1	-5	-0.1	-3	1.1	5	/	1
O=c1[nH]c2cc3c(cc2cc1CN(Cc1nnnn1C1CCCC1)C1CCCC1)OCCO3	10	7.5	2.9	0.9	6	0.6	8	1	8	/	1
COC(=O)Cn1c(=NC(=O)c2cccc(OC)c2)sc2cc(OC)ccc21	10	0.2	4.9	0.9	-4	-0.3	-22	1	-6	17	0.9
COc1ccc(C[C@H]2CN3C(=NC[C@@H]3Cc3ccccc3)N2CCNC(=O)CCC2CCCCC2)cc1	-9	0.8	0.9	1.1	58*	-0.3	2	1.1	-3	5	0.9
COc1ccc(C)cc1NC(=O)CN1CCN(CC(=O)Nc2ccccc2F)CC1	6	-4.1	1.4	0.9	7	-0.6	-28	1	-4	-22	1
COC(=O)Cn1c2[n+](c3ccccc31)CC(O)CS2 (stereo unspecified)	0	1.3	3.2	1	-3	-0.5	6	1.1	1	/	1.1
CCN(CC)CCCNC(=O)C1CCCN(c2nnc(N3CCCC3=O)s2)C1 (stereo unspecified)	10	0.0	3.6	0.9	-3	-0.2	-3	1	-5	/	0.9
Cc1occc1-c1nnc(SCC(=O)N(C)C)o1	15	0.2	2.2	0.8	-5	1.2	13	0.9	10	/	0.8
CCOC(=O)C1(CCOc2ccccc2)CCN(Cc2ccncc2)CC1	/	-0.5	0.8	/	86*	-0.4	10	/	5	12	/
CCN(CC)CC(=O)Nc1sc2c(c1C(=O)c1ccccc1OC)CCC2	14	-0.6	0.8	0.9	7	0.0	11	0.9	12	-32	0.8
N#Cc1nc(Cc2cccc3ccccc23)oc1NCc1ccc(F)cc1	25	1.1	15*	0.8	11	0.0	-33	0.8	-10	-1	0.8
Cc1cccc(Sc2ccc([N+](=O)[O-])cn2)c1	6	-0.1	0.8	0.9	-7	-0.1	1	1	4	5	1
CC1=C(C(=O)Nc2cccnc2)C(c2ccccn2)n2nnnc2N1 (stereo unspecified)	-11	0.9	0.0	1.1	46	-0.1	8	1.1	0	-9	1.2
N#Cc1nc(-c2cccs2)oc1NCc1ccc2c(c1)OCO2	27	0.3	0.1	0.7	-6	-0.1	0	0.9	8	/	0.9
COc1ccccc1N1CCN(CC(=O)NCCc2ccc(S(N)(=O)=O)cc2)CC1	13	0.0	1.3	0.9	-6	0.2	3	0.9	1	-3	0.9
CCN(C(=O)Cn1c(=O)oc2ccccc21)C1CCS(=O)(=O)C1 (stereo unspecified)	8	0.0	2.6	0.9	-4	-0.4	0	1	6	/	0.9
Cc1cccnc1NC(=O)c1c(O)c2cccc3c2n(c1=O)CCC3	-7	-2.8	-1.2	1.1	-2	-0.2	16	1	15	1	1
N/C(=N\OC(=O)c1cccc(Cl)c1)c1ccccn1	7	-0.6	0.1	0.9	-3	-0.1	0	1	-10	-10	1
O=C(O)c1ccc(NCCc2ccc(Cl)cc2)c([N+](=O)[O-])c1	5	-0.8	4.8	1	-9	-0.2	3	1.1	-2	-9	1.1
CC(C)N1CCN(Cc2cccn2-c2nccs2)CC1CCO (stereo unspecified)	-18	-0.9	0.0	1.2	2	-0.1	14	1.1	-4	22	1.1
Cc1cc(Cl)c(OCCOCCN2CCCC(C)C2)c(Br)c1 (stereo unspecified)	13	-2.1	1.3	0.9	99*	-0.1	13	1.1	5	-11	1
CC1CCN(CCCNC(=O)C2CCN(S(=O)(=O)N3CCCCC3)CC2)CC1	8	0.0	0.8	0.9	-2	-0.6	2	1.1	-18	-9	1.1
O=C(CSc1nc(-c2ccco2)cc(C(F)(F)F)n1)N1CCN(c2ccc(Cl)cc2)CC1	10	1.8	2.9	0.9	-1	0.3	3	1	-5	/	1.1
COc1cccc(NC(=S)N(Cc2ccco2)C(C)c2ccco2)c1 (stereo unspecified)	21	0.3	-0.9	0.8	3	-0.2	-5	0.9	-8	8	0.8
CC1=CC(=O)c2ccccc2C1=O	-22	0.4	0.0	1.2	-1	0.0	61*	1.1	3	-4	1.6
COc1ccc(C2Nc3ccccc3C(=O)N2c2ccccc2)cc1CSc1ccccn1 (stereo unspecified)	14	0.4	3.5	0.9	8	-0.1	-16	1	-5	-2	0.9
CCC(C)NC(=O)Cn1cnc2sc(C)c(S(=O)(=O)N3CCN(c4ncccn4)CC3)c2c1=O (stereo unspecified)	12	0.1	1.8	0.9	-7	-0.3	9	1	10	-11	1.1
CCOC(=O)c1sc2nc(CC(=O)OC)nc(NCCN(CC)CC)c2c1C	-1	0.2	0.3	1	38	-0.3	15	1	-10	/	1
COCc1ccc(CN2CCCC(CCC(=O)NCc3ccc(C)o3)C2)o1 (stereo unspecified)	13	-3.5	3.0	0.9	1	0.0	16	0.8	-4	-17	0.8
Clc1ccc(OCc2nn3c(-c4ccco4)nnc3s2)c(Cl)c1	-7	1.2	-0.1	1.1	4	-0.1	-2	1.1	10	11	1
COc1ccc2ccccc2c1/C=N/N1C(=O)CSC1=S	45	0.4	0.1	0.5	-12	-0.3	-1	0.9	4	-8	1
COc1ccc(-c2noc(CSc3nc4sc(C)c(C)c4c(=O)n3-c3ccccc3)n2)cc1	9	0.5	2.0	0.9	-4	-0.3	-16	1	-8	-2	0.9
O=c1[nH]c2ccccc2n2c(-c3ccncc3)nnc12	5	-4.7	3.4	0.9	0	-0.2	1	1	0	/	1
O=C(CN(CCc1ccccc1)C(=O)CN1C(=O)COc2ccccc21)NCc1ccco1	9	-3.2	4.4	0.9	7	-0.1	10	1	-2	2	0.9
CCCCNC(=S)N/N=C/c1sccc1C	5	0.1	2.8	0.9	-5	-0.1	-2	0.9	8	12	0.9
CCOc1ccc(CCNC(=O)CSc2cc(=O)n(CC)c3ccccc23)cc1OCC	6	-0.2	0.4	0.9	3	-0.5	-8	1.1	-3	10	0.9
CCN(CC)CCCN(Cc1cc2cc(OC)ccc2[nH]c1=O)C(=O)Nc1ccc(F)cc1	4	0.0	-0.3	1	-3	0.0	-1	1	4	/	1
CCCn1nnc(NC(=O)/C=C/c2ccccc2)n1	5	-2.0	0.6	0.9	28	-0.3	-2	1	-1	-10	1.1
Cc1cc(C)c(NC(=O)C(=O)NCc2ccco2)c(C)c1	9	0.4	2.2	0.9	-6	-0.1	5	0.9	0	7	0.9
O=C(CCc1nnc(-c2ccc3c(c2)OCO3)o1)NC(c1cccnc1)C(F)(F)F (stereo unspecified)	20	-0.9	1.8	0.8	32	-0.4	17	0.9	16	-7	0.9
COC(=O)COc1ccc2cccc(-n3cnnn3)c2c1	2	-0.7	1.4	1	16	-0.3	2	1.1	-17	-16	1.1
Brc1ccc2[nH]c3c(N4CCc5ccccc5C4)ncnc3c2c1	7	0.2	3.0	0.9	48	-0.4	-6	0.9	13	/	0.9

Grouped by structure: those above with a CF3 group.
SMILES	Diaph inh CS	DTT redox prof	RAM network inh	Diaph act CS	L major viab	Hsp70 activator	G6PDH counter	PMI act satM6P	TLR4-MyD88 BLA	S1P3 antag	PMI activator
O=C(CSc1nc(-c2ccco2)cc(C(F)(F)F)n1)N1CCN(c2ccc(Cl)cc2)CC1	10	1.8	2.9	0.9	-1	0.3	3	1	-5	/	1.1
O=C(CCc1nnc(-c2ccc3c(c2)OCO3)o1)NC(c1cccnc1)C(F)(F)F (stereo unspecified)	20	-0.9	1.8	0.8	32	-0.4	17	0.9	16	-7	0.9

Next entries
SMILES	Diaph inh CS	DTT redox prof	RAM network inh	Diaph act CS	L major viab	Hsp70 activator	G6PDH counter	PMI act satM6P	TLR4-MyD88 BLA	S1P3 antag	PMI activator
O=C(Nc1ccc2ncccc2c1)c1ccccc1Cl	3	-0.2	1.2	1	-6	-0.2	4	0.9	-4	-19	0.9
COC(=O)c1ccc(NC(=O)Nc2ccc(OC)cc2)cc1	9	-0.2	2.1	0.9	40	0.8	8	0.8	-25	4	0.9
CCN1C(=O)CC(Sc2ccccc2C(=O)O)C1=O (stereo unspecified)	6	0.4	0.0	0.9	3	0.0	1	1.1	-3	/	1.1
N[C@@H](Cc1ccc(O)cc1)c1nnc([C@H](CO)NC(=O)C2CCNCC2)o1	10	0.6	1.4	0.9	-2	0.2	14	1	-25	-7	1.1
Cc1cc(C(=O)N/N=C/c2ccc[nH]2)no1	15	0.1	0.3	0.9	-1	-0.3	13	1.2	2	-26	1.4
Cc1nc(C#N)c(NCc2ccc3c(c2)OCO3)o1	6	0.0	3.1	0.9	-1	-0.6	-4	1	4	/	1
CCOC(=O)C1=C(CSc2nccn2C)NC(=O)NC1c1ccc(OC)cc1 (stereo unspecified)	3	0.2	2.3	1	2	-0.2	3	1.1	-6	/	1
COc1ccccc1-c1cc(C(=O)N/N=C/c2sccc2C)c2ccccc2n1	26	-3.8	1.0	0.7	39	-0.2	11	0.9	1	/	0.8

Source: PubChem (several laboratories)

Rows were taken by chance. Share with any hit: about 12%.
